SW480 rerep: inducers of DNA re-replication in SW480 colon cancer cells; Potency, µM (highest dose often 46.1 µM), inactives show at the highest dose re-replication activation, actives largely listed as activators; hit rate 1.8% among 340,000; SW480 DNA re-replication, Hoechst DNA content imaging, 48 h; AID 624297; also: potency is read from the fitted curve at half-maximal effect; % of control where 0% means no effect; nearly all actives have a fitted effect of over 55% in size
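Quantitative HTS format with DMSO vehicle controls; 48 hr drug incubation at 37 C, then 40 min Hoechst staining and scanning imager measurement at 405 nm excitation.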
ATXN2 expr inh: inhibitors of ATXN2 expression; HEK-293 ATXN2-luciferase reporter, luminescence, 24 h; Potency, µM (doses to about 57 µM), inactives show top-dose activity change, negative = inhibition, usual class: inhibitors; hit rate 0.72% among 360,000; also: potency is read from the fitted curve at half-maximal effect; % is scaled to controls: 0 for no effect and ±100 for the full control effect; nearly all actives have a fitted effect of over 55% in size
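ATXN2-luciferase reporter cells (luciferase flanked by upstream and downstream ATXN2 gene portions) were treated 24 h at 37 °C with compounds at up to 57 uM. SteadyGlo luminescence gave expression; GF-AFC fluorescence gave viability.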
WRN inhibitor: blocks human WRN helicase. Q14191. hit rate 0.46% among 360,000. AID 651768. Potency, µM (doses to about 114 µM), inactives show top-dose activity change, negative = inhibition, hits mostly inhibitors. WRN helicase unwinding, fluorescent forked duplex, kinetic; also: potency is read from the fitted curve at half-maximal effect; % is scaled to controls: 0 for no effect and ±100 for the full control effect; nearly all actives have a fitted effect of over 55% in size
Target sequence (Q14191 whole entry, looked up): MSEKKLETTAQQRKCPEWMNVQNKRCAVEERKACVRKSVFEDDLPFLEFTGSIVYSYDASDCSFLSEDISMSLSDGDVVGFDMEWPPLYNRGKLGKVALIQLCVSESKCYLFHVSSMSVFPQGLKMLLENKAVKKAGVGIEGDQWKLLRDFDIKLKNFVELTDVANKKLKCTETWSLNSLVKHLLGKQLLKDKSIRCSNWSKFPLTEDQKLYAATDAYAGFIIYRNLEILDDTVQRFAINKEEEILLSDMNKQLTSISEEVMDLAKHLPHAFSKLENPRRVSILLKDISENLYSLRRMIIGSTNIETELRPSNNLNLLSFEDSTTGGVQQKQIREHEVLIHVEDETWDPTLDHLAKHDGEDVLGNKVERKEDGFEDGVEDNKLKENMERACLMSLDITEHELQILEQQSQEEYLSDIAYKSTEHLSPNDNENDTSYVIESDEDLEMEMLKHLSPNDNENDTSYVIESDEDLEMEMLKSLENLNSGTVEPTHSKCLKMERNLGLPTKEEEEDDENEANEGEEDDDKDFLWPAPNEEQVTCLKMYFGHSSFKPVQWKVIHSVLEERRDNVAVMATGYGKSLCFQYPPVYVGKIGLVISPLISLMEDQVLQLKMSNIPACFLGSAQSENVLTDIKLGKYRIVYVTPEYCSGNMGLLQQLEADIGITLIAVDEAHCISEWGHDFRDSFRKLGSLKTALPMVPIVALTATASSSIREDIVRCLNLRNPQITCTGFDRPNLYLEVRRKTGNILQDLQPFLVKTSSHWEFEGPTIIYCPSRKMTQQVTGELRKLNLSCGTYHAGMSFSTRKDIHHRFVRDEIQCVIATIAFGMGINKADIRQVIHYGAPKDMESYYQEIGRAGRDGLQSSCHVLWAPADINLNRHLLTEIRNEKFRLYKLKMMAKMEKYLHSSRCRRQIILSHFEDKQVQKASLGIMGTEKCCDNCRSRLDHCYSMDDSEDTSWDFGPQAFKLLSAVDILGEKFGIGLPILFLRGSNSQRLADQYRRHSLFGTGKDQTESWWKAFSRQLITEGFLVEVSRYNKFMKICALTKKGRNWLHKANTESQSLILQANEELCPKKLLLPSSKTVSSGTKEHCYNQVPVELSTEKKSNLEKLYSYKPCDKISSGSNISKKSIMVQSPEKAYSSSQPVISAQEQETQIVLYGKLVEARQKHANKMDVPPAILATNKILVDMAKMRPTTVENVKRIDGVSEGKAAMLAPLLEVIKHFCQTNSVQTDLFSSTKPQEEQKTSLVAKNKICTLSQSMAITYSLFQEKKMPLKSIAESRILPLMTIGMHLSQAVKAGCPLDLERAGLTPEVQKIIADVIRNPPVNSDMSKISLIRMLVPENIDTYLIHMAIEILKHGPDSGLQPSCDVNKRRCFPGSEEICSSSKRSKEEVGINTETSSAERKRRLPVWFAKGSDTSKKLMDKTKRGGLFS
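Kinetic fluorescence helicase assay: unwinding of a quenched forked DNA duplex (100 nM final) with 2 mM ATP final raises red fluorescence (525/598 nm). Compounds sat 15 min at room temperature with 20 nM WRN beforehand.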
KB-3-1 tox: kills parental KB-3-1 adenocarcinoma cells. hit rate 1.4% among 400,000. KB-3-1 viability, CellTiter-Glo ATP luminescence, 72 h. Potency, µM (highest dose often 46.1 µM), for the others: at the top dose activity change, negative = cytotoxic, actives largely listed as cytotoxic. AID 1347075; also: potency is read from the fitted curve at half-maximal effect; % is scaled to controls: 0 for no effect and ±100 for the full control effect; nearly all actives have a fitted effect of over 60% in size
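Here the drug-naive KB-3-1 line serves as comparator for MDR sub-line selectivity; cells received compound titrations, 72 h at 37 °C, then CellTiter-Glo readout.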
IL1B secr inh: inflammasome signaling inhibition, IL-1 beta readout; activity change, % at 57.5 µM; AID 743279; hit rate 4.7% among 360,000; THP-1 LPS/ATP IL-1B secretion, AlphaLISA, 16 h; stronger effect = lower value; in the data active = activity change below about -50%; inconclusive = mostly about -30% to -49%; also: % is scaled to controls: 0 for no effect and ±100 for the full control effect
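THP-1 cells pretreated 1 hr with compounds (up to 57.5 uM final), then stimulated with LPS (250 ng/mL final) plus ATP (1.25 mM final); secreted IL-1B measured by AlphaLISA after 16 hr, decreased signal indicating inhibition.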
HT1080-NT tox: kills 2HG-producing HT-1080-NT fibrosarcoma cells. HT-1080-NT fibrosarcoma viability, CellTiter-Glo ATP luminescence, 48 h. Potency, µM (doses to about 46.1 µM), inactives show at the top dose activity, negative = less viability, usual class: cytotoxic. hit rate 1.6% among 360,000. AID 686970;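 also: NT is the 2HG producing partner of a matched IDH1 knockdown line; potency is read from the fitted curve at half-maximal effect; 0% = DMSO-treated cells and -100% = media-only wells without cells; nearly all actives have a fitted effect of over 55% in size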
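HT-1080-NT; 750 cells/well; 5% FBS RPMI; 48 h compound, 37 degrees C; CellTiter-Glo luminescence; curve fitting and curve-class assignment.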
KB-V1 cytotox: kills drug-selected multidrug resistant KB-V1 cells | KB-V1 MDR cells viability, CellTiter-Glo, 72 h | Potency, µM (series often up to 46.1 µM), inactives show at the top dose activity change, negative = cytotoxicity, hits mostly cytotoxic | hit rate 3.4% among 400,000; also: potency is read from the fitted curve at half-maximal effect; % is scaled to controls: 0 for no effect and ±100 for the full control effect; nearly all actives have a fitted effect of over 60% in size
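KB-V1, DMEM (no phenol red) + 10% FBS; cpd pin-transferred, titration series; 72 h, 37 degrees C; CellTiter-Glo, luminescence. Data normalized, curve-fit.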
HT1080 IDH1KD tx: HT-1080 IDH1 knockdown cell toxicity (counter line); HT-1080 IDH1 knockdown viability, ATP luminescence, 48 h; Potency, µM (doses to about 46.1 µM), without a hit: at the highest dose activity, negative = toxicity, most hits filed as cytotoxic; hit rate 2% among 360,000;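 also: potency is read from the fitted curve at half-maximal effect; 0% = DMSO wells and -100% = cell-free medium wells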
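IDH1KD HT-1080 cells, 750/well, RPMI + 5% FBS; compound pinned after 2 h settling; 48 h, 37 °C; CellTiter-Glo luminescence; % activity normalised to DMSO and no-cell wells; curves fitted, classed by r2 and efficacy.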
MCF10A rereplic: inducers of DNA re-replication in MCF 10A breast cells; MCF 10A DNA re-replication, Hoechst nuclear intensity, 48 h; Potency, µM (titrated, usually from 46.1 µM), for inactives: at the top dose activity, positive = re-replication, hits mostly activators; hit rate 2.9% among 350,000; also: potency is read from the fitted curve at half-maximal effect; % of control where 0% means no effect; nearly all actives have a fitted effect of over 50% in size
An asterisk follows results filed as active; ? = inconclusive; . = no result given; [ ] = remark or other dose. Unless noted, calls follow the shape of the dose curve; as a rule, active = well fitted curve in the direction sought with a large enough effect; inconclusive = small, poorly fitted or top-dose-only effect, or another doubt; inactive = no such curve, though single readings can be large; an effect the other way counts as inactive or inconclusive.

1. COc1ccc2cc(Br)ccc2c1CC(=O)NCC1CCCO1 (stereo not drawn)
2. COc1ccc(OC)c(C(=O)COC(=O)CN2C(=O)NC3(CCCCC3C)C2=O)c1 (stereo not drawn)
3. Cc1ccc(NC(=O)COC(=O)CN2C(=O)C3CCCCC3C2=O)cc1S(=O)(=O)N1CCOCC1 (stereo not drawn)
4. COc1ccc(CSc2cccc3cccnc23)cc1[N+](=O)[O-]
5. O=C1NC(Cc2c[nH]c3ccccc23)C(=O)N1Cc1cccc2ccccc12 (stereo not drawn)

Assay by compound	1	2	3	4	5
SW480 rerep	-17%	?	-2%	0%	-27%
ATXN2 expr inh	-18%	1%	-1%	21%	-30%
WRN inhibitor	-6%	-23%	-14%	-24%	-12%
KB-3-1 tox	-19%	22%	7%	2%	12%
IL1B secr inh	-23	13	?	-3	-101*
HT1080-NT tox	-2%	10%	12%	-2%	?
KB-V1 cytotox	0%	17%	?	?	-15%
HT1080 IDH1KD tx	1%	26%	2%	-1%	?
MCF10A rereplic	12%[9.22 µM]	-4%	-5%	?	0%

6. CC(=O)N1N=C(c2ccc(C)cc2)OC1c1ccc(Br)cc1 (stereo not drawn)
7. c1ccc(-n2cnc3cc(NCc4cccs4)ccc32)cc1
8. CCC(=O)Nc1ccc(C(=O)Nc2cc(C)on2)cc1
9. O=C1COc2cc(O)ccc21
10. O=C1OCCN1C(=O)[C@H]1[C@H](c2ccc(Cl)cc2)C(c2ccccc2)=NN1c1ccccc1

Assay by compound	6	7	8	9	10
SW480 rerep	-2%	13µM*	-2%	4%	?
ATXN2 expr inh	48%[activator]	56%[activator]	11%	13%	0%
WRN inhibitor	-7%[57.1 µM]	8%	1%	2%	-10%
KB-3-1 tox	5%	?	-3%	8%	0%
IL1B secr inh	-69*	-28	-1	3	-18
HT1080-NT tox	-12%	?	26%	5%	-11%
KB-V1 cytotox	-22%	10µM*	3%	-19%	0%
HT1080 IDH1KD tx	-10%	-26%	13%	-1%	-16%
MCF10A rereplic	?	?	3%	-2%	?

Records 6–7 of the list above:
6. CC(=O)N1N=C(c2ccc(C)cc2)OC1c1ccc(Br)cc1 (stereo not drawn)
7. c1ccc(-n2cnc3cc(NCc4cccs4)ccc32)cc1

Assay by compound	6	7
SW480 rerep	-2%	13µM*
ATXN2 expr inh	48%[activator]	56%[activator]
WRN inhibitor	-7%[57.1 µM]	8%
KB-3-1 tox	5%	?
IL1B secr inh	-69*	-28
HT1080-NT tox	-12%	?
KB-V1 cytotox	-22%	10µM*
HT1080 IDH1KD tx	-10%	-26%
MCF10A rereplic	?	?

(next part)
11. Nc1nncn1C(=O)CCCOc1ccccc1
12. Cc1cc(C(=O)N/N=C/c2c(C)[nH]c3ccccc23)n[nH]1
13. CCOc1ccccc1N(CC(=O)NCc1ccc(OC)cc1)S(C)(=O)=O
14. Cc1ccc(-c2nnn(CC(=O)N(CC(=O)NCC3CCCO3)c3ccccc3)n2)o1 (stereo not drawn)
15. COc1cc2c(cc1OC)C(COc1ccccc1OC)N(C(=O)c1ccco1)CC2 (stereo not drawn)

Assay by compound	11	12	13	14	15
SW480 rerep	-1%[9.22 µM]	?	-3%	-15%	22%
ATXN2 expr inh	2%	0%	3%	10%	-28%
WRN inhibitor	-2%	-3%	-13%	1%	-8%
KB-3-1 tox	2%	2%	9%	11%	2%
IL1B secr inh	-12	-7	-22	14	0
HT1080-NT tox	12%	-8%	8%	17%	-17%
KB-V1 cytotox	21%	19%	-21%	?	?
HT1080 IDH1KD tx	9%	0%	1%	3%	0%
MCF10A rereplic	0%	12%	3%	3%	-2%

16. CC(C)(C)C1CCc2onc(C(=O)Nc3cccnc3)c2C1 (stereo not drawn)
17. CCCCC(=O)Nc1cccc(NC(=S)NC(=O)COc2ccccc2Cl)c1
18. CCc1ccccc1NC(=O)N1C2CCCC1CC(NC(=O)C(C)(C)C)C2 (stereo not drawn)
19. COc1ccc(-c2csc(-n3cccn3)n2)cc1
20. CCOC(=O)NC(=O)C(/C=N/c1sccc1C(=O)OC)=C(\C)O

Assay by compound	16	17	18	19	20
SW480 rerep	1%	-6%	12%	-4%	?
ATXN2 expr inh	-9%	-13%	0%	71%[activator]	?
WRN inhibitor	-1%	-1%	9%	0%	-24%
KB-3-1 tox	4%	7%	22%	-6%	-17%
IL1B secr inh	-25	-13	5	-14	-24
HT1080-NT tox	-9%	2%	9%	-15%	5%
KB-V1 cytotox	-13%	9%	-25%	11%	0%
HT1080 IDH1KD tx	-19%	19%	9%	-14%	?
MCF10A rereplic	9%	0%	-7%	-5%	?

Down the list, from the results shown:
Compounds 16–20 in ATXN2 expr inh, in turn: -9%, -13%, 0%, 71%[activator], ?

Continued.
21. Cc1cc(C)n(-c2cccc(CN3CCC(CO)(Cc4ccccc4)CC3)c2)n1
22. O=C(NC1CC1)c1ccc(-c2ccc3nccn3c2)cc1
23. Cc1ccc2cc(C)c3nnc(SCC(=O)Nc4nc5c(s4)CCCC5)n3c2c1C
24. COc1ccc(-n2cnc3c(sc4nc(N5CCOCC5)c5c(c43)CCCC5)c2=O)cc1
25. COCCN1C(=O)C(O)=C(C(C)=O)C1c1ccc(F)cc1 (stereo not drawn)

Assay by compound	21	22	23	24	25
SW480 rerep	3%	.	?	-4%	-2%
ATXN2 expr inh	-37%	9%	14%	-28%	0%
WRN inhibitor	-6%	-9%	1%	-3%	-3%
KB-3-1 tox	-18%	-1%	-14%	6%	7%
IL1B secr inh	-71*	-18	-24	-13	28
HT1080-NT tox	-12%	11%	?	24%	8%
KB-V1 cytotox	?	0%	18µM*	0%	14%
HT1080 IDH1KD tx	-12%	-4%	-25%	2%	7%
MCF10A rereplic	-3%	.	?	2%	-7%

26. O=C(c1ccccc1F)N1CCN(Cc2ccccc2F)CC1
27. CCCCNC(=O)N1CCOCCOCCN(C(=O)NCCCC)CCOCC1
28. CC1CCCC(NC(=O)COC(=O)[C@@H]2CC(O)CN2S(=O)(=O)c2ccc3c(c2)OCCO3)C1C (stereo partly drawn)
29. N#Cc1ccccc1OCC(=O)Nc1cccc(S(=O)(=O)N2CCCC2)c1
30. CCCCNC(=O)Nc1ccc2c(c1)N(C)C(=O)c1ccccc1S2

Assay by compound	26	27	28	29	30
SW480 rerep	-2%	-1%	-7%	-6%	-1%
ATXN2 expr inh	-16%	2%	2%	-13%	0%
WRN inhibitor	5%	-1%	-4%	-3%	-2%
KB-3-1 tox	5%	15%	26%	0%	-1%
IL1B secr inh	-18	0	3	-3	19
HT1080-NT tox	-1%	5%	7%	-4%	-30%
KB-V1 cytotox	0%	1%	-9%	18%	8%
HT1080 IDH1KD tx	-1%	0%	16%	6%	-29%
MCF10A rereplic	1%	3%	2%	16%	18%

Only HT1080-NT tox, for some of the entries so far:
no. | Molecule | HT1080-NT tox
29 | N#Cc1ccccc1OCC(=O)Nc1cccc(S(=O)(=O)N2CCCC2)c1 | -4%
1 | COc1ccc2cc(Br)ccc2c1CC(=O)NCC1CCCO1 (stereo not drawn) | -2%
28 | CC1CCCC(NC(=O)COC(=O)[C@@H]2CC(O)CN2S(=O)(=O)c2ccc3c(c2)OCCO3)C1C (stereo partly drawn) | 7%
22 | O=C(NC1CC1)c1ccc(-c2ccc3nccn3c2)cc1 | 11%
7 | c1ccc(-n2cnc3cc(NCc4cccs4)ccc32)cc1 | ?

Other records follow.
31. CN(C)c1ccc(CNC(=O)/C=C/[C@H]2O[C@@H](n3cnc4c(NC(=O)c5ccccc5)ncnc43)[C@H](O)[C@@H]2O)cc1
32. COc1ccc(NC(=O)c2ccccc2C)c(OC)c1
33. CCN1/C(=C\C(=S)Nc2ccccc2)Sc2ccccc21
34. CCN(CC(=O)Nc1cc(Cl)ccc1C)C(=O)C1COc2ccccc2O1 (stereo not drawn)
35. Cc1c(OCc2ccccc2)c(=O)ccn1Cc1ccc(Cl)cc1

Assay by compound	31	32	33	34	35
SW480 rerep	.	-10%	2%	?	-2%
ATXN2 expr inh	-14%	-4%	-31%	.	-27%
WRN inhibitor	-8%	-5%	-14%	4%	-14%
KB-3-1 tox	0%	-1%	?	-9%	-15%
IL1B secr inh	-30	0	-97*	-21	-18
HT1080-NT tox	-4%	9%	15µM*	-6%	?
KB-V1 cytotox	-3%	?	-30%	0%	0%
HT1080 IDH1KD tx	2%	-1%	9.2µM*	0%	?
MCF10A rereplic	.	-2%	7%	1%	18%

36. C=CCNC(=O)COCc1cc(-c2ccc3c(c2)OCO3)on1
37. N/C(=N\OC(=O)c1ccc(Cl)cc1)c1ccn[nH]1
38. CN(C(=O)CCCN1C(=O)c2ccccc2C1=O)C1CCCCC1
39. CSc1ccc(C(=O)NC2CCSc3ccccc32)cc1 (stereo not drawn)
40. COc1cc(NC(=O)c2sc3ncn(CC(=O)N4CCC(C)CC4)c(=O)c3c2C)cc(OC)c1OC
41. CCCc1nnc(NC(=O)NCCN2C(=O)C3C4C=CC(C4)C3C2=O)s1 (stereo not drawn)

Assay by compound	36	37	38	39	40	41
SW480 rerep	4%	-5%	-5%	21%	36%	-18%
ATXN2 expr inh	15%	2%	1%	-9%	181%[activator]	4%
WRN inhibitor	0%	0%	5%	-27%	-6%[57.1 µM]	3%
KB-3-1 tox	-21%	-26%	-2%	-6%	?	4%
IL1B secr inh	-12	?	18	1	0	2
HT1080-NT tox	0%	2%	20%	-5%	-16%	7%
KB-V1 cytotox	-20%	-14%	12µM*	-1%	?	85%
HT1080 IDH1KD tx	-14%	6%	19%	-10%	-11%	7%
MCF10A rereplic	6%	-33%[inhibitor]	4%	?	14%	5%

Screening data (PubChem BioAssay)

An unsorted share of the library; any-hit rate near 12%.
